HEK293 tox – cytotoxicity in counter-screen for GLP-1R inverse agonists | HEK293 cAMP-luciferase reporter cells, luminescence, 24 h | Potency, µM (series often up to 38.3 µM), inactives show top-dose activity change, negative = inhibition, most hits filed as inhibitors | 0.13% of 410,000 active | AID 624418;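 further: loss of luciferase light is scored as toxicity; potency means the concentration at half of the fitted maximal effect; on the % scale 0 is the no-effect control and ±100 the full control effect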
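MLSMR compounds, 24 hr on cells at 37 deg C/5% CO2; luminescence after luciferase reagent (12 min RT). Inhibition counted as the undesired cytotoxic outcome.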
IL1B secr inh – blocks inflammasome-driven IL-1 beta release | THP-1 LPS/ATP IL-1B secretion, AlphaLISA, 16 h; stronger effect = lower value | activity change, % at 57.5 µM | 4.7% of 360,000 active | AID 743279; in the data active means activity change below about -50%; inconclusive means mostly about -30% to -49%; further: on the % scale 0 is the no-effect control and ±100 the full control effect
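Secreted IL-1B measured by AlphaLISA bead assay after 16 h compound exposure of THP-1 cells; compounds (final up to 57.5 uM) added 1 h before LPS (250 ng/mL) and ATP (1.25 mM) stimulation; lower signal means less secretion.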
HT1080 IDH1KD tx – HT-1080 IDH1 knockdown cell toxicity (counter line); Potency, µM (top dose mostly 46.1 µM), for the others: at the top dose activity, negative = toxicity, most hits filed as cytotoxic; HT-1080 IDH1 knockdown viability, ATP luminescence, 48 h; AID 686971; 2% of 360,000 active;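 further: potency means the concentration at half of the fitted maximal effect; 0% = DMSO wells and -100% = cell-free medium wells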
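% activity derives from luminescence (CellTiter-Glo), normalised to DMSO and no-cell wells. HT-1080-IDH1KD cells, 750/well, had 48 h compound exposure at 37 °C.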
SW480 rereplic – induces DNA re-replication in SW480 colon adenocarcinoma cells. SW480 DNA re-replication, Hoechst DNA content imaging, 48 h. Potency, µM (doses to about 46.1 µM), inactives show at the highest dose re-replication activation, usual class: activators. 1.8% of 340,000 active. AID 624297; further: potency means the concentration at half of the fitted maximal effect; % of control where 0% means no effect; nearly all actives have a fitted effect of over 55% in size
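250 cells/well; 23 nL cpd via pin tool; 48 hr, 37 C, 5% CO2; Hoechst 40 min; imager read of total nuclear intensity, ex 405/em 500-530 nm.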
MCF10A rereplic – induces DNA re-replication in MCF 10a normal breast cells; 2.9% of 350,000 active; MCF 10A DNA re-replication, Hoechst nuclear intensity, 48 h; Potency, µM (top dose mostly 46.1 µM), for the others: at the highest dose activity, positive = re-replication, actives largely listed as activators; AID 624296; further: potency means the concentration at half of the fitted maximal effect; % of control where 0% means no effect; nearly all actives have a fitted effect of over 50% in size
DRD3 agonist – agonists of human D3 dopamine receptor; max activation, %; D3R DiscoveRx beta-arrestin cells, luminescence, 90 min; 0.58% of 410,000 active; in the data active means max activation above about 30%; further: 0% is about no effect; mostly tested at two doses, the higher about 12 µM
Target sequence (P35462 whole entry, looked up): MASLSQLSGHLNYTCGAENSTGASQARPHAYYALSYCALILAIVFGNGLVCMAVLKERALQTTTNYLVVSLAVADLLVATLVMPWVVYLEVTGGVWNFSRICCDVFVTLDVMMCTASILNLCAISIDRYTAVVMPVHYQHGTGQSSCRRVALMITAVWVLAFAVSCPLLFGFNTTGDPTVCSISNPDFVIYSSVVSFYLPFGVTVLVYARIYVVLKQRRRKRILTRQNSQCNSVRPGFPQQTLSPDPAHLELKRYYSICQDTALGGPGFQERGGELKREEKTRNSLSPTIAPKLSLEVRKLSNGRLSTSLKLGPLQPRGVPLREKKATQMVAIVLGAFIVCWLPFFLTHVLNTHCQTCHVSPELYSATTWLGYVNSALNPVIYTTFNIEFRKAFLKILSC
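Agonist mode: compounds and dopamine controls were applied to plated cells for 90 min at 37 degrees C after an overnight attachment at 1500 cells/well. Luminescent read-out followed 30 - 60 minutes at room temperature with DiscoveRx detection reagent.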
KB-3-1 tox – kills parental KB-3-1 adenocarcinoma cells. KB-3-1 viability, CellTiter-Glo ATP luminescence, 72 h. Potency, µM (titrated, usually from 46.1 µM), inactives show at the top dose activity change, negative = cytotoxic, usual class: cytotoxic. 1.4% of 400,000 active; further: potency means the concentration at half of the fitted maximal effect; on the % scale 0 is the no-effect control and ±100 the full control effect; nearly all actives have a fitted effect of over 60% in size
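Cells are dispensed, compounds pinned in, plates held at 37 °C for 72 h, then CellTiter-Glo is added and luminescence read after 10 minutes. Cell line: parental KB-3-1 in phenol-red-free DMEM, 10% FBS.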
HT1080-NT tox – kills 2HG-producing HT-1080-NT fibrosarcoma cells; HT-1080-NT fibrosarcoma viability, CellTiter-Glo ATP luminescence, 48 h; AID 686970; 1.6% of 360,000 active; Potency, µM (highest dose often 46.1 µM), for inactives: at the highest dose activity, negative = less viability, most hits filed as cytotoxic;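 further: NT is the 2HG producing partner of a matched IDH1 knockdown line; potency means the concentration at half of the fitted maximal effect; 0% = DMSO-treated cells and -100% = media-only wells without cells; nearly all actives have a fitted effect of over 55% in size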
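Viability by CellTiter-Glo luminescence after 48 h compound exposure at 37C of HT-1080-NT cells (750/well, RPMI, 5% FBS). % activity scaled between DMSO wells and medium-only wells, then curve-fitted and categorized by curve class.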
KB-V1 cytotox – KB-V1 MDR subline cytotoxicity; 3.4% of 400,000 active; Potency, µM (series often up to 46.1 µM), inactives show at the top dose activity change, negative = cytotoxicity, most hits filed as cytotoxic; KB-V1 MDR cells viability, CellTiter-Glo, 72 h; further: potency means the concentration at half of the fitted maximal effect; on the % scale 0 is the no-effect control and ±100 the full control effect; nearly all actives have a fitted effect of over 60% in size
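Following 72 h at 37 degrees C with compound, KB-V1 cell viability was read by CellTiter-Glo luminescence, medium being phenol-red-free DMEM plus 10% FBS; concentration-response parameters came from normalized, curve-fitted qHTS data.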
An asterisk follows results filed as active; u = inconclusive; x = no result given; [ ] = remark or other dose. Unless noted, the call rests on the fitted dose curve; in most records, active means well fitted curve in the direction sought with a large enough effect; inconclusive means small, poorly fitted or top-dose-only effect, or another doubt; inactive means no such curve, though single readings can be large; an effect the other way counts as inactive or inconclusive.

The first eleven entries, to show the layout:
SMILES	HEK293 tox	IL1B secr inh	HT1080 IDH1KD tx	SW480 rereplic	MCF10A rereplic	DRD3 agonist	KB-3-1 tox	HT1080-NT tox	KB-V1 cytotox
COc1ccc(C2C(C#N)=C(N)Oc3c2sc2nc(C)cc(C)c32)cc1 (stereo not given)	18%	-14	22%	u	16µM*	0	u	2%	21µM*
COc1ccc(N2CC(C(=O)Nc3nccs3)CC2=O)cc1 (stereo not given)	1%	-4	23%	-5%	3%	0	4%	10%	24%
COCCNC(=O)COc1coc(CN2CCN(Cc3ccccc3)CC2)cc1=O	1%	-7	19%	-6%	-25%	-2	-6%	24%	0%
CCOCCN(C(=O)COC)c1cccc(OC)c1	45%	22	-3%	-3%[9.22 µM]	16%[9.22 µM]	2	0%	11%	4%
COC(=O)/C=c1/sc2nc3ccccc3n2c1=O	-5%	10	11%	13%	-1%	14	7%	3%	-7%
O=C(CCCn1cncn1)N1CCCC(Nc2ccc(F)cc2)C1 (stereo not given)	-8%	20	11%	-1%	0%	-1	10%	3%	19%
Cc1ccc(-c2csc(/C(C#N)=C/Nc3ccccc3SC(F)(F)F)n2)c(C)c1	5%	0	17%	-4%	4%	-11	-5%	10%	7%
Cn1c(=O)oc2cc(S(=O)(=O)NCCC(=O)N3CCc4ccccc4C3)ccc21	3%	-12	-7%	u	-28%	-7	0%	u	-2%
COc1ccc(-n2c(SCC(N)=O)nnc2-c2cccnc2)cc1	4%	u	0%	-6%	2%	-3	10%	-4%	28%
C(=C\c1nc(N2CCCC2)c2ccccc2n1)/c1ccccc1	u	-98*	u	u	u	-15	23µM*	26µM*	u
CC1CC(C)CN(C(=O)CCCn2c(=O)c3cccn3c3cccnc32)C1 (stereo not given)	13%	-23	-3%	-5%	-10%	5	-16%	-9%	-24%

The list itself, from the start:
SMILES	HEK293 tox	IL1B secr inh	HT1080 IDH1KD tx	SW480 rereplic	MCF10A rereplic	DRD3 agonist	KB-3-1 tox	HT1080-NT tox	KB-V1 cytotox
COc1ccc(C2C(C#N)=C(N)Oc3c2sc2nc(C)cc(C)c32)cc1 (stereo not given)	18%	-14	22%	u	16µM*	0	u	2%	21µM*
COc1ccc(N2CC(C(=O)Nc3nccs3)CC2=O)cc1 (stereo not given)	1%	-4	23%	-5%	3%	0	4%	10%	24%
COCCNC(=O)COc1coc(CN2CCN(Cc3ccccc3)CC2)cc1=O	1%	-7	19%	-6%	-25%	-2	-6%	24%	0%
CCOCCN(C(=O)COC)c1cccc(OC)c1	45%	22	-3%	-3%[9.22 µM]	16%[9.22 µM]	2	0%	11%	4%
COC(=O)/C=c1/sc2nc3ccccc3n2c1=O	-5%	10	11%	13%	-1%	14	7%	3%	-7%
O=C(CCCn1cncn1)N1CCCC(Nc2ccc(F)cc2)C1 (stereo not given)	-8%	20	11%	-1%	0%	-1	10%	3%	19%
Cc1ccc(-c2csc(/C(C#N)=C/Nc3ccccc3SC(F)(F)F)n2)c(C)c1	5%	0	17%	-4%	4%	-11	-5%	10%	7%
Cn1c(=O)oc2cc(S(=O)(=O)NCCC(=O)N3CCc4ccccc4C3)ccc21	3%	-12	-7%	u	-28%	-7	0%	u	-2%
COc1ccc(-n2c(SCC(N)=O)nnc2-c2cccnc2)cc1	4%	u	0%	-6%	2%	-3	10%	-4%	28%
C(=C\c1nc(N2CCCC2)c2ccccc2n1)/c1ccccc1	u	-98*	u	u	u	-15	23µM*	26µM*	u
CC1CC(C)CN(C(=O)CCCn2c(=O)c3cccn3c3cccnc32)C1 (stereo not given)	13%	-23	-3%	-5%	-10%	5	-16%	-9%	-24%
CC1=NN(C(N)=S)C(=O)C1N=Nc1c(C)cc(C)cc1C (stereo not given)	u	12	3%	-13%	u	3	4.6µM*	11%	u
Cc1ccc2c(c1)N(C(=O)CCC(=O)NCc1cccs1)CCO2	3%	x	x	x	x	-14	-1%	x	15%
Cc1ccc(NC(=O)/C(=C/c2ccco2)c2ccccc2)c(C)c1	-3%	-6	-2%	0%	u	4	-15%	0%	-9%
COc1ccc(/C=C2\N=C(SC)NC2=O)cc1	-18%	-1	18%	-6%	7%	4	15%	19%	1%
COc1ccc(N2CCN(C(=O)CC3NC4CCCCC4NC3=O)CC2)cc1 (stereo not given)	-21%	0	4%	-8%	9%	0	-6%	-2%	u
Cc1ccc2[nH]c(C(=O)N3CCCCC3)cc2c1	0%	u	-2%	1%	u	2	0%	-5%	-6%
Cn1nc(-c2ccccc2F)c2cc(C(=O)NCc3cccc(Cl)c3)sc21	-17%	x	x	x	x	-7	7%	x	-20%
COc1ccc(NC(=O)c2ccc(Cl)nc2)cc1S(=O)(=O)N1CCCCC1	u	35	u	u	u	-10	-2%	-22%	u
COc1cc(CN2C(=O)C(C)ON=C2c2ncccc2C)cc(OC)c1 (stereo not given)	1%	39	0%	x	x	2	16%	0%	-4%
Cc1ccccc1-n1cnc2cc(NCc3cccs3)ccc21	-40%	-11	u	18µM*	u	1	u	-28%	-5%
COc1ccc(OC)c(C2C(C(=O)c3sc(C)nc3C)=C(O)C(=O)N2CCN2CCOCC2)c1 (stereo not given)	-4%	13	0%	2%	1%	-9	-2%	7%	24%
CC1CCCCC1NC(=O)c1c(O)nc2ccccn2c1=O (stereo not given)	12%	81	-1%	-266%[inhibitor]	2%	-1	u	u	u
Cc1cc(C)c2nc(N3CCC(C(=O)N4CCN(c5ncccn5)CC4)CC3)sc2c1	-13%	-78*	1%[9.24 µM]	u	0%	-5	-13%	-20%	-8%
COc1ccc(NC(=O)Nc2cccc3cccnc23)cc1	-20%	-20	-16%	-1%	1%	-19	-6%	-18%	-19%
CC(C)c1ccc(NC(=O)c2cc(-c3cc(F)ccc3OCC3CCCO3)n[nH]2)cc1 (stereo not given)	2%	-11	3%	x	x	-3	0%	0%	5%
Cc1nnc(SCc2c(Cl)cccc2Cl)s1	-12%	-11	8%	-1%	2%	-6	7%	3%	4%
COc1ccccc1OCc1nnc(SCC(N)=O)n1-c1ccccc1	3%	5	11%	-3%	0%	-1	3%	9%	-12%
Cc1ccc2oc(-c3ccccc3C(=O)O)cc(=O)c2c1	11%	28	16%	-1%	-4%	-6	7%	11%	9%
COc1cccc(NC(=O)CN(C)C(=O)COc2ccccc2Cc2ccccc2)c1	u	26	-12%	8%	-6%	-8	-1%	-5%	0%
Cc1nn(Cc2noc(C(=O)NC3CCC(C)CC3)n2)c(C)c1Br (stereo not given)	-3%	10	3%	-1%	-1%	0	1%	6%	-2%
COc1ccc(Cl)cc1-c1nc(-c2ccncc2)no1	-1%	-11	9%	-6%	-5%	2	11%	-2%	2%
CC(C)[C@H](NC(=O)[C@@H]1CSC2c3ccccc3C(=O)N21)C(=O)N1CCCCC1 (stereo not given in full)	-16%	10	-3%	u	2%	-1	1%	-3%	-5%
CCC1=C(OC(=O)N(CC)CC)N2C(=O)OC(=NCCOC)[C@]2(Cc2ccccc2)[C@H]2C1=CC[C@H]1C(=O)N(CC(=O)OC)C(=O)[C@H]12	-9%	-1	8%	0%	12%	1	-6%	9%	u
CCN(CC)S(=O)(=O)c1ccc(N2CCOCC2)c(NC(=O)CN2C(=O)NC(C)(c3ccccc3)C2=O)c1 (stereo not given)	-12%	-19	-3%	u	7%	-6	11%	-13%	u
CCNC(=O)NC(=O)CSc1ccc(NC(C)=O)cc1	1%	17	20%	-27%	u	3	7%	16%	8%
Cc1cc(C)nc(Nc2n[nH]c(-c3ccc(N)cc3)n2)n1	-14%	-6	-3%	-14%	2%	1	8%	0%	-15%
CN(C)Cc1ccc(-c2nc3cccc4c3n2CCNC4=O)cc1	x	x	x	u	u	x	18µM*	x	-7%
Cc1ccccc1OCC(=O)OCC(=O)NCC1CCCCC1	5%	8	9%	-6%	-1%	8	-13%	7%	-6%
CC(C)CNC(=O)COC(=O)c1cncc(Br)c1	-1%	-11	-3%	5%	-2%	-7	1%	-21%	-6%
O=C(c1ccc(Cl)cc1)N1CCn2c1nc1ccccc12	-4%	-18	10%	-19%	-3%	3	0%	-5%	-3%
CCOc1cc2[nH]c(=O)n(CCC(=O)NCCc3ccc(OC)c(OC)c3)c(=O)c2cc1OCC	-8%	-22	u	-19%	-3%	0	6%	29µM*	-5%
O=C(CCCn1c(=S)[nH]c2cc3c(cc2c1=O)OCO3)NCCc1ccc(Cl)cc1	4%	4	6%	x	x	5	1%	13%	1%
COc1cc(C(=O)NC2CCCc3ccccc32)ccc1OCC(=O)Nc1ccc(F)cc1 (stereo not given)	28%	0	5%	9%	u	-1	u	14%	-8%
CC(C)NC(=O)C(=O)Nc1cc2c3c(c1)CCC(=O)N3CCC2	7%	7	-1%	20%	1%	-3	4%	-3%	-2%
O=C(NCCN1CCNC1=O)c1ccc2sc([C@@H]3O[C@H](CO)[C@H](O)[C@H](O)[C@H]3O)nc2c1	2%	8	15%	x	x	1	0%	3%	3%
N#Cc1ccc(COC(=O)C2CCC(=O)N2)cc1 (stereo not given)	12%	-23	-7%	1%[9.22 µM]	u	-10	0%	-2%	0%
COCCNC(=O)c1ccc(N2CCC3(CC2)OCCO3)c([N+](=O)[O-])c1	-25%	-7	10%	27%	7%	-1	25%	6%	u
COc1ccc(-n2c(SCc3ccccn3)nc3c(c2=O)SCC3)cc1OC	0%	22	1%	2%	3%	10	21%	-4%	-11%
NC(=O)c1ccsc1NC(=O)COC(=O)COc1ccccc1[N+](=O)[O-]	-7%	15	-1%	-21%	0%	0	9%	12%[9.24 µM]	u
